Bioassay records as filed in PubChem BioAssay.
KLK7 zymogen act = proKLK7 zymogen activators, primary screen, biochemical, fluorescence intensity | Kallikrein-7 (Homo sapiens), P49862 | purified proKLK7, EDANS-DABCYL substrate fluorescence; 100% is mature enzyme control, 0% vehicle | actives 0.9% (n = 370,000) | activation, % at 7 µM;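 active = activation above the mean of all tested compounds plus 3 SD, computed per campaign excluding outliers beyond control limits, cut at about 13% in these data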
HGIII-sPLA2 inh = human group III sPLA2 inhibitors, primary screen, biochemical, QFRET, BODIPY PC-A2 liposome substrate; Group 3 secretory phospholipase A2 (Homo sapiens), Q9NZ20; QFRET BODIPY PC-A2 liposome hydrolysis, fluorescence; inhibition, % at 12.2 µM; actives 0.56% (n = 370,000);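 active = inhibition above mean plus 3 SD of compounds lying within the high and low control bounds, cut at about 19% in these data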;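 note: 0% = median of test compound wells and 100% = no enzyme DMSO wells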
NPR1 activator = GC-A stimulated cGMP production enhancers – HEK293 GC-A cells, cGMP TR-FRET, EC30 ANP, primary screen; 0% at EC30 ANP, 100% saturating ANP; activation, % at 10 µM; Atrial natriuretic peptide receptor 1 (Homo sapiens), P16066; actives 0.14% (n = 370,000); in the data active = activation above about 40%
Target sequence (P16066 whole entry, looked up): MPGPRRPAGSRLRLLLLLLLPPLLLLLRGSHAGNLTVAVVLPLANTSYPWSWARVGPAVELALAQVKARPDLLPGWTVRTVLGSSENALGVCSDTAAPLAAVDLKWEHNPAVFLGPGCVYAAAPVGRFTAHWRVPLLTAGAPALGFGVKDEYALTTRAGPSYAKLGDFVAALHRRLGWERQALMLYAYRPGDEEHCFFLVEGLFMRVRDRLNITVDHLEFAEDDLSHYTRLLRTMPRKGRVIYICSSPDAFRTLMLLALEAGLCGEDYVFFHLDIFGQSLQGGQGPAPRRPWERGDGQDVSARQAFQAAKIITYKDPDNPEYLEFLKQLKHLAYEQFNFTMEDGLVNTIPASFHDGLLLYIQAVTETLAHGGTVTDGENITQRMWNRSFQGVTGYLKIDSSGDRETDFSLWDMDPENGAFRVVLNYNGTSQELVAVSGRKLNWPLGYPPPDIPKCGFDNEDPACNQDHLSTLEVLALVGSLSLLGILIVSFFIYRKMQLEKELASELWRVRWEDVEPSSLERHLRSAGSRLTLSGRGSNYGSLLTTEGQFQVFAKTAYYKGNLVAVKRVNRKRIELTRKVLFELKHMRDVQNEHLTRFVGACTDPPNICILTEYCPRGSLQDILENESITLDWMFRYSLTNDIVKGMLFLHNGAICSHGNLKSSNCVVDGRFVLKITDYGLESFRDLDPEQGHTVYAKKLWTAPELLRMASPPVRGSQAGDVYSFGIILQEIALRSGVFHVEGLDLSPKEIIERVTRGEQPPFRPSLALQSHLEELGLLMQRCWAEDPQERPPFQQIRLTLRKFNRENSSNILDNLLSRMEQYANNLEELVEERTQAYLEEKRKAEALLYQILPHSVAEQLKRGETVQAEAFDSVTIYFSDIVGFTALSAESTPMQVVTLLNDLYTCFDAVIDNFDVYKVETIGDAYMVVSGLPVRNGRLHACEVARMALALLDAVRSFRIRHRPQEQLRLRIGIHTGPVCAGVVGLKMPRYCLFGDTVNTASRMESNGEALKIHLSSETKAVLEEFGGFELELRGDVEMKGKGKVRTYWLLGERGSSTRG
hcDAF12 agonist = H. contortus DAF-12 nuclear receptor activators, primary screen, cell-based, luminescence, HEK293, lit1-tk-luc reporter; HEK293 hcDAF-12 lit1-tk-luc reporter; 0% DMSO, 100% Δ7-dafachronic acid; activation, % at 6.8 µM; actives 1.4% (n = 370,000);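 active = activation above the mean of all tested compounds plus 3 SD, cut at about 5.5% in these data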;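 note: 100% = response to 3 µM Δ7-dafachronic acid high control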
ssDAF12 agonist = S. stercoralis DAF-12 nuclear receptor activators, primary screen, cell-based, luminescence, HEK293, GRIP1 co-expression, lit1-tk-luc. HEK293 ssDAF-12/GRIP1 lit1-tk-luc reporter; % of 3 µM dafachronic acid response. activation, % at 6.8 µM. actives 1% (n = 370,000);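 active = activation above the mean over all tested compounds plus 3 SD, cut at about 0.9% in these data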;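 note: 0% = DMSO-only wells and 100% = 3 µM delta7-dafachronic acid wells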
DAX1 inh-1 = DAX1 (NR0B1) inhibitors, primary screen, cell-based, HEK293, Gal4-DAX1, luciferase luminescence; Nuclear receptor subfamily 0 group B member 1 (Homo sapiens), P51843; HEK293 Gal4-DAX1 luciferase reporter; inhibition, % at 6.75 µM; actives 0.99% (n = 340,000); AID 504766, 2011;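 active = inhibition above the mean over all tested compounds plus 3 SD, cut at about 4.2% in these data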;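 note: 0% = DAX1-transfected cells with DMSO and 100% = empty-vector control cells with DMSO; inhibition shows as a rise in luminescence from relieved DAX1 repression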
SMARCA2 act = SMARCA2 (BRM) function activators, primary screen, cell-based, luminescence, high throughput | MG213 cells, MMTV-luciferase reporter, dexamethasone, overnight | activation, % at 9.1 µM | actives 1% (n = 370,000); in the data active = activation above about 7.8%;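 note: 0% = vehicle wells and 100% = reference activator wells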
DAX1 inh-2 = DAX1 (NR0B1) inhibitors on StAR promoter, primary screen, cell-based, luminescence, SF-1 (NR5A1), full-length DAX-1 | HEK293T StAR-luciferase reporter, SF-1/DAX-1 repression relief | AID 652010, 2013 | actives 1.1% (n = 370,000) | inhibition, % at 6.8 µM;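 active = inhibition above the mean over all tested compounds plus 3 SD, cut at about 3.6% in these data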;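 note: 0% = DAX-1 cells with DMSO and 100% = cells lacking DAX-1 with DMSO; higher inhibition means more luminescence from relief of DAX-1 repression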
NPR2 activator = human GC-B receptor activators, primary screen, HEK293 GC-B cells, cGMP TR-FRET, EC30 CNP | Atrial natriuretic peptide receptor 2 (Homo sapiens), P20594 | activation, % at 10 µM | AID 1920062, 2024 | 0% at EC30 CNP, 100% saturating CNP | actives 0.11% (n = 370,000);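 active = activation at 10 µM reaching about 35% in either raw or pattern-adjusted values, limit read from the data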
FXN GAA850 act = FXN promoter activators, primary screen, cell-based, luciferase luminescence, HEK293 lucGAA850. actives 0.56% (n = 360,000). activation, % at 6 µM. HEK293 lucGAA850 FXN promoter luciferase reporter, 24 h; percent of 10 µM SAHA response. AID 540364, 2011;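 active = activation above the average of all compounds screened plus 3 SD, cutoff fixed separately per campaign, cut at about 7.5% in these data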;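 note: 0% = DMSO wells and 100% = 10 µM SAHA wells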
hgDAF12 agonist = H. glycines DAF-12 receptor agonists, primary screen, cell-based, luminescence, HEK293, GAL4 fusion, UAS-luciferase | AID 687014, 2013 | Nuclear hormone receptor DAF-12 (Heterodera glycines), GAL4 fusion | actives 1.8% (n = 370,000) | HEK293 GAL4-hgDAF12 UAS-luciferase reporter, agonist luminescence; normalized to butyrate control | activation, % at 6.8 µM;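 active = activation above a cutoff set at the mean of all screened compounds plus 3 SD, cut at about 10% in these data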;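 note: 0% = DMSO wells and 100% = sodium butyrate wells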
* marks the source's active call; other numbers are inactive results; / = no result given.

SMILES | KLK7 zymogen act | HGIII-sPLA2 inh | NPR1 activator | hcDAF12 agonist | ssDAF12 agonist | DAX1 inh-1 | SMARCA2 act | DAX1 inh-2 | NPR2 activator | FXN GAA850 act | hgDAF12 agonist
NS(=O)(=O)c1ccc(NC(=S)Nc2ccc(F)c(F)c2)cc1 | -0.2 | 0 | 3 | -1.3 | -0.9 | 0.1 | 1 | -0.3 | 1 | 0.3 | 0.1
COC(=O)[C@H](CC(C)C)N(Cc1cn(Cc2ccc(C)cc2)nn1)S(=O)(=O)c1ccccc1Br | 0.9 | -10 | 3 | -3.8 | -1.3 | / | -5 | -1.4 | 4 | / | -5.8
CN(CC(O)COCc1cccs1)C1CCCCC1 (stereo unspecified) | 0.6 | 6 | 3 | -1.3 | -0.9 | 3.2 | 2 | -0.4 | -1 | 2.3 | 12*
O=C(O)C1CCCN1C(=O)Nc1ccc(F)cc1 (stereo unspecified) | 0.1 | 7 | 0 | 0.5 | -1.5 | -0.4 | -1 | -0.6 | 5 | -2.4 | -1.3
CCOC(=O)N1CCN(S(=O)(=O)c2ccc(C(=O)N(CCCN(C)C)c3nc4ccc(CC)cc4s3)cc2)CC1 | -0.1 | -18 | -4 | -0.9 | -0.7 | 0.3 | 2 | -0.7 | 0 | -2.6 | -5.5
CN(C)C(CNc1ccc(C(F)(F)F)cc1[N+](=O)[O-])c1ccccc1 (stereo unspecified) | 0.3 | 3 | 2 | 2.0 | -0.7 | -0.3 | 0 | -0.2 | 3 | -0.1 | -2.0
Cc1ccc([C@@H]2[C@@H]3C(=O)N(C)C(=O)[C@@H]3[C@]3(Cc4ccccc4)C(=O)N(CCO)CC(=O)N23)o1 | -0.6 | 1 | 3 | -0.9 | -1.1 | 0.6 | 1 | 0.5 | 8 | 1.4 | -0.7
COc1ccc(S(=O)(=O)Nc2ccc3c(c2)C(=O)N([C@@H](C)CO)C[C@H](C)[C@H](CN(C)CC2CC2)O3)cc1 | 0.3 | -17 | 0 | -0.2 | -1.5 | 1.4 | 1 | 0.2 | -1 | -0.6 | -2.2
CCOc1ccccc1NC(=O)CSc1nnc(Cc2ccc(OC)cc2)c(=O)n1N | 0.6 | -15 | 3 | -2.5 | -0.9 | 0.3 | -3 | -0.7 | -3 | -0.6 | 2.6
O=C(CNC(=O)c1ccc(Br)o1)Nc1cccc(-c2cnc3ccccc3n2)c1 | -0.4 | 2 | 8 | -0.5 | -1.2 | -0.3 | 2 | -0.3 | -3 | 0.4 | -0.1
Cc1ccc(C(C)C)c(OCC(=O)NNC(=O)C(C(C)C)N2C(=O)c3ccccc3C2=O)c1 (stereo unspecified) | 0.1 | -20 | 1 | -0.8 | -1.8 | -0.5 | 1 | -0.1 | -1 | 0.4 | -1.1
CCCNCc1cc(OC)c(OCC(=O)NCCc2ccccc2)cc1Br | 0.8 | -3 | 2 | 0.8 | 0.1 | -0.2 | -2 | 1.2 | -2 | -7.5 | -1.2
Cc1ccc(C(=O)NCC(=O)OCc2nnc(-c3ccccc3)o2)cc1 | -0.3 | 0 | -1 | 1.4 | -0.6 | 0.2 | -2 | 1.7 | 5 | 2.7 | 0.9
C[C@H](O)[C@@H]1C(=O)N2CCc3c([nH]c4cccc(-c5ccccc5)c34)[C@@H]2C[C@@H]1N(C)C(=O)Nc1ccccc1 | -7.1 | -13 | -12 | 0.4 | -1.3 | / | -4 | 1.5 | -1 | / | -2.0
C=CCN1C(=O)c2ccc(C(=O)NCC(c3ccccc3)N(C)C)cc2C1=O (stereo unspecified) | 0.5 | -4 | 2 | 0.1 | -0.8 | 2.2 | 1 | -1.7 | -6 | 1.7 | 0.1
CSCCC(NC(=O)COc1ccccc1)C(=O)NC1CCC(C)CC1 (stereo unspecified) | 0.2 | 2 | -3 | -0.7 | -1.0 | 0.7 | -2 | 1.8 | 0 | 0.9 | 2.0
CC1=NNC(=O)C1CC(=O)N/N=C/c1sccc1C (stereo unspecified) | -0.2 | -5 | 0 | -1.9 | -1.6 | / | 2 | 0.2 | 5 | 0.5 | -2.3
Cc1cc(C)n(CCCNC(=O)c2ccc(S(=O)(=O)NCc3ccco3)cc2)n1 | -0.8 | 3 | 4 | -1.3 | -1.1 | -0.5 | -2 | -0.6 | 5 | 0.9 | 0.3
O=C(Nc1sc2c(c1CN1CCOCC1)CCC2)c1ccc(F)cc1 | -0.8 | 6 | -8 | 5.9* | -1.4 | -1.3 | 0 | 0.5 | -5 | -0.4 | 3.4
O=C(N/N=C/c1cn(-c2ccccc2)nc1-c1cc2ccccc2o1)c1cccnc1 | -0.4 | 9 | -28 | 8.6* | 1.2* | 0.4 | 3 | 0.7 | -12 | 6.7 | 3.5
Cc1ccc(Cn2c(C(C)Nc3nc(C)cs3)nc3cc(Cl)c(Cl)cc32)cc1 (stereo unspecified) | -0.4 | -21 | 3 | -0.6 | -1.0 | / | 1 | -0.1 | 2 | / | -1.7
O=C(CN1C(=O)/C(=C\c2ccccc2Br)Oc2ccccc21)NCCCN1CCOCC1 | -22 | -15 | -14 | 1.7 | -0.5 | -0.1 | -1 | 1.7 | -10 | -0.1 | -2.0
Cc1ccc2cccc(SCC(=O)NCc3ccco3)c2n1 | 2.3 | 1 | 1 | -2.4 | -1.6 | 0.6 | 2 | -1.2 | 7 | -1.1 | 0.2
Cc1ccc(S(=O)(=O)Oc2ccccc2-c2ccccc2)cc1 | 0.1 | -12 | -4 | -0.9 | -0.3 | 1.9 | 3 | -0.1 | -11 | -3.5 | 3.2
CCOC(=O)Cc1cc(-c2ccc(O)cc2)nc2ccc3ccccc3c12 | -1.2 | -40 | -1 | -0.9 | -0.8 | -0.7 | -3 | -2.3 | -6 | 0.2 | 0.2
COc1ccc(/C=C/C(=O)NCCCc2ccccc2)cc1 | 1.5 | 2 | 3 | -1.6 | -0.3 | -0.4 | 1 | 0.3 | 1 | 1.4 | 1.4
Cc1nn(-c2ccccc2)c(=O)c2ccccc12 | -0.2 | -4 | -1 | 0.6 | -1.6 | 0.1 | 4 | 1.2 | -4 | 1.0 | 3.5
COC(=O)c1sccc1-c1ccc(/C=N/OC(=O)c2ccccc2)o1 | 2.9 | -3 | 2 | 1.3 | -1.7 | 0.3 | 2 | -0.9 | -1 | -0.4 | -0.5
CCOc1ccc(-n2c(O)cc(=O)[nH]c2=O)cc1 | -0.3 | -4 | 0 | 3.9 | -0.4 | 0.7 | 0 | 0.4 | 7 | 1.7 | 0.9
CCOc1ccc(S(=O)(=O)N2CCCCC2)cc1NC(=O)Cc1ccccc1 | -0.7 | 5 | 5 | -1.7 | -1.7 | -0.2 | -3 | -0.3 | 20 | -5.7 | 0.9
CC(=O)Oc1ccc([C@@H]2COc3c(ccc4c3C=CC(C)(C)O4)C2)c(OC(C)=O)c1 | -0.2 | -7 | 2 | 1.9 | -1.4 | 4.4* | 0 | 0.7 | -7 | 4.2 | 4.8
Cc1ccccc1CN1CCCCC(NC(=O)Nc2ccccc2-c2ccccc2)C1=O (stereo unspecified) | 0.4 | 4 | -1 | -3.4 | -1.6 | / | -4 | -0.8 | -5 | / | -1.1
CCOC(=O)c1cnc(SC2CC(=O)N(c3ccc(OC)c(OC)c3)C2=O)nc1N (stereo unspecified) | 0.7 | -5 | -2 | 0.6 | -1.4 | 0.4 | -2 | -0.1 | 0 | -1.1 | -1.1
CC(C)(C)c1ccc(OCC(=O)NNC(=O)C2CCCO2)cc1 (stereo unspecified) | -0.2 | 1 | -3 | -0.9 | -0.9 | -0.8 | -3 | -0.8 | 2 | 0.9 | -1.5
CN1CCCN(Cc2ccc(Cl)cc2Cl)CC1 | 0.0 | -6 | 0 | 0.1 | -0.6 | -0.2 | 6 | 0.0 | 5 | -2.1 | -1.9
CCOC(=O)c1nnn(CC(=O)N2N=C(c3ccc(Cl)cc3)CC2c2ccccc2)c1C(=O)OCC (stereo unspecified) | 0.0 | 1 | -2 | 0.0 | -0.9 | 0.0 | 2 | 0.9 | 0 | -1.7 | 0.9
COc1ccc(CN2CCC(CO)(Cc3cccc(C(F)(F)F)c3)CC2)cc1Cn1cccn1 | 0.4 | -18 | -20 | -1.6 | -2.0 | -1.0 | -4 | -0.8 | -11 | -5.4 | 2.8
CCc1ccc(-n2c(=S)sc3c(=O)n(-c4ccccc4)c(SCC(=O)O)nc32)cc1 | 0.0 | -7 | 1 | 1.0 | -1.2 | 0.7 | -3 | 0.1 | 4 | 0.6 | -1.1
O=C1OC(CN(Cc2ccccc2)Cc2ccccc2)CN1N=Cc1ccc([N+](=O)[O-])o1 (stereo unspecified) | -0.7 | -1 | -6 | 1.2 | -1.4 | 1.6 | -5 | -0.1 | -6 | 3.5 | 0.2
O=C1Nc2ccc(S(=O)(=O)N3CCCC3C(=O)O)c3cccc1c23 (stereo unspecified) | 5.5 | -2 | 4 | 1.1 | -0.9 | -1.6 | 0 | -0.5 | -3 | 2.4 | -1.1
CN(C)c1nc(Oc2ccc(=O)n(C)n2)nc(N2CCOCC2)n1 | -0.1 | 1 | -2 | -0.8 | -0.7 | -0.6 | -1 | -0.2 | 2 | 3.5 | -0.7
CCC(Sc1nc(=O)cc(N)n1CCc1ccccc1)C(=O)Nc1cc(C)on1 (stereo unspecified) | 0.2 | -4 | -3 | 0.8 | -0.8 | 0.1 | -2 | -0.6 | -2 | -1.2 | -0.9
C=CCC(=O)OCC(=O)Nc1ccc(Cl)cn1 | -0.8 | 6 | -2 | -0.8 | -1.4 | 0.3 | -1 | -0.4 | -3 | -1.0 | -0.1

Random excerpt: 2 entries already listed.
SMILES | KLK7 zymogen act | HGIII-sPLA2 inh | NPR1 activator | hcDAF12 agonist | ssDAF12 agonist | DAX1 inh-1 | SMARCA2 act | DAX1 inh-2 | NPR2 activator | FXN GAA850 act | hgDAF12 agonist
CCC(Sc1nc(=O)cc(N)n1CCc1ccccc1)C(=O)Nc1cc(C)on1 (stereo unspecified) | 0.2 | -4 | -3 | 0.8 | -0.8 | 0.1 | -2 | -0.6 | -2 | -1.2 | -0.9
O=C1OC(CN(Cc2ccccc2)Cc2ccccc2)CN1N=Cc1ccc([N+](=O)[O-])o1 (stereo unspecified) | -0.7 | -1 | -6 | 1.2 | -1.4 | 1.6 | -5 | -0.1 | -6 | 3.5 | 0.2
